Screening results (PubChem BioAssay)
SR-BI HDL uptake: mouse SR-BI HDL lipid transfer inhibition; inhibition, % at 12.5 µM; Q61009; ldlA[mSR-BI] CHO cells, DiI-HDL uptake fluorescence, 3 h; AID 488896; actives 0.96% (n = 320,000);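 active means mean replicate inhibition of at least 70% and a set share of replicates each scoring 70 or more; inconclusive means meets just one of the two criteria; inactive means fails both criteria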;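 further: 0% = median of neutral control wells and 100% = median of positive control wells; values of inactives mirror those of a sister screen read the other way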
Target sequence (Q61009 whole entry, looked up): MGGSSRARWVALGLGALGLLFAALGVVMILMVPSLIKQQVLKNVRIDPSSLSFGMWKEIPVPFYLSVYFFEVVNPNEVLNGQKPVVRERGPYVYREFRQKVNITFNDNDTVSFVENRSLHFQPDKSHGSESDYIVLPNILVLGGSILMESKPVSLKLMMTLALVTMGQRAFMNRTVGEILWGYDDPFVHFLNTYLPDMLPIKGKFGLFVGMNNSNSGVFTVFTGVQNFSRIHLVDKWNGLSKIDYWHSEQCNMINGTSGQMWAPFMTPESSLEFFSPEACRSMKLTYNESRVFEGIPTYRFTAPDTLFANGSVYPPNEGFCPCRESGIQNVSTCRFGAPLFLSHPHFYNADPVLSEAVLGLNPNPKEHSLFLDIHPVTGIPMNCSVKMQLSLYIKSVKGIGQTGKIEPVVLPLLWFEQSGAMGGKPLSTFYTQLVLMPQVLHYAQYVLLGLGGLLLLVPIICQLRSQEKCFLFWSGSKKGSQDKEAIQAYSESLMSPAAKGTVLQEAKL
CDK5 inh: inhibitors of human CDK5/p35 kinase; Q00535+Q15078; Recombinant CDK5/p35, ADP-Glo luminescence, 60 min; inhibition, % at 10 µM; actives 0.01% (n = 330,000);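 active means highest replicate inhibition of at least 50% and at least 75% of replicates reaching 50%; inconclusive means only one of the two criteria met; inactive means both criteria failed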;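 further: plate controls were DMSO neutral control for no effect and GW8510 at 10 µM for full effect; many of its hits are not listed in these tables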
MITF TRPM1 HTS: MITF TRPM1 promoter activation in melanoma cells; actives 0.75% (n = 300,000); SK-MEL-5 TRPM1-promoter luciferase, 24 h; % of positive control, neutral wells = 0; activation, % at 12.5 µM; AID 588334;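 active means mean activation of at least 80% with every replicate also reaching 80%; inconclusive means mean reaches 80% but some replicate falls short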;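 further: 0% = neutral control wells and 100% = parthenolide positive control wells; values of inactives mirror those of a sister screen read the other way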
PvdQ inh: P. aeruginosa PvdQ acylase inhibition. actives 0.063% (n = 340,000). inhibition, % at 10 µM. purified PvdQ acylase, fluorescence plate reader; in the data active means inhibition above about 30%, passing the limit was not always enough; inconclusive means no clear call, values can overlap the other calls;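 further: 0% = vehicle neutral wells and 100% = reference inhibitor wells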
Rtt109 Vps75: inhibitors of Candida albicans Rtt109/Vps75 histone acetyltransferase; Q5AAJ8; purified Rtt109/Vps75, ThioGlo CoA-SH fluorescence, 4 h; inhibition, % at 34.9 µM; actives 0.16% (n = 330,000); AID 540336;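 active means inhibition of at least 50% in every replicate; inconclusive means best replicate reaches 50% inhibition but some replicates fall short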
Wnt bcat act: Wnt/beta-catenin pathway activation | Wnt/beta-catenin reporter cell assay, activator, plate reader | activation, % at 9.35 µM | actives 1.2% (n = 300,000); in the data active means activation above about 30%, passing the limit was not always enough; inconclusive means no clear call, values can overlap the other calls;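 further: 0% = neutral control wells and 100% = positive control wells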
SR-BI uptake up: SR-BI HDL lipid transfer activation; CHO ldlA[mSR-BI] cells, DiI-HDL uptake fluorescence, 3 h; 100 = double the neutral-control signal; activation, % at 12.5 µM; actives 0.096% (n = 320,000); AID 504775;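 active means mean replicate activation of at least 60% and every replicate at or above 60%; inconclusive means mean or all-replicate condition met, but not both; inactive means mean below 60% and not all replicates reaching 60%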;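 further: 0% = median plate neutral-control signal and 100% = twice that signal; values of inactives mirror those of a sister screen read the other way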
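Assay system: CHO ldlA[mSR-BI] cells, LDL receptor-null, SR-BI overexpressing; medium: Ham's F12 with 0.5% BSA, HEPES 25 mM, pH 7.4; also added: DiI-HDL 10 µg/mL; timing: 3 h uptake period with compound, 37 °C; signal: DiI fluorescence, bottom read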
cardiac RTF act: cardiac RTF calcium sensitization. P19429+P45379. IANBD-labeled TnC RTF fluorescence at EC20 calcium; 0% EC20 calcium, 100% full calcium. activation, % at 7.2 µM. actives 0.24% (n = 340,000). AID 493008;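 active means activation above the mean over all tested compounds plus 3 SD, cut at about 30% in these data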;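 further: rise in fluorescence read as greater calcium sensitivity of cardiac thin filaments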
HTR5A ag ctr: activates human HTR5A in OPRM1-OPRD1 agonist counter-screen. AID 504692. P47898. activation, % at 9.3 µM. HTR5A agonist assay, luminescence, cell-based. actives 0.61% (n = 340,000); in the data active means activation mostly above about 9.5%, no sharp cut-off; inactive means mostly below about 7.6%;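 further: 0% = cells with vehicle only and 100% = reference agonist; strong numbers were not always called active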
dFosB activator: activators of mouse delta FosB homodimer | actives 0.99% (n = 340,000) | activation, % at 25 µM | purified delta FosB, TAMRA-CDK5 oligo fluorescence polarization; percent of positive-control signal above neutral wells;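 active means mean activation above about 17%, with every replicate also reaching it, limit read from the data, passing the limit was not always enough; inconclusive means only one of the two conditions met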;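 further: fluorescence polarization rise as delta FosB binds a TAMRA Cdk5 AP-1 oligo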
Target sequence (P13346 whole entry, looked up): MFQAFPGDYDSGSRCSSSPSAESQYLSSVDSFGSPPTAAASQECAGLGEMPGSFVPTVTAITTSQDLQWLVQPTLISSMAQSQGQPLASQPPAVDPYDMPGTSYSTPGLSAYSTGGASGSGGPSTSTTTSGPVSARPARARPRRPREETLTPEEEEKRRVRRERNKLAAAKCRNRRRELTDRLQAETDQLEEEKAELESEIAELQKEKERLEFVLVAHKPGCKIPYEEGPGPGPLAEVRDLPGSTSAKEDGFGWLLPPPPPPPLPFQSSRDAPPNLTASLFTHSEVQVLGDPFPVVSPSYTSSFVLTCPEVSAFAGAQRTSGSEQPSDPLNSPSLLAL
* hit, by the source's call; & = joins results of further samples. Rows were taken by chance; any-hit rate near 4.4%.

`C[C@H](CO)N1C[C@H](C)[C@@H](CN(C)Cc2ccncc2)Oc2c(NC(=O)C3CC3)cccc2C1=O` gave SR-BI HDL uptake -7, CDK5 inh -2.0, MITF TRPM1 HTS 0, PvdQ inh -8, Rtt109 Vps75 -5, Wnt bcat act -6, SR-BI uptake up 7, cardiac RTF act 0, HTR5A ag ctr 5 and dFosB activator -6.
Screening COc1ccccc1CNc1nc(S(=O)(=O)c2ccccc2)c(Cl)s1 returned SR-BI HDL uptake 3, CDK5 inh -0.4, MITF TRPM1 HTS -9, PvdQ inh -7, Rtt109 Vps75 0, Wnt bcat act -3, SR-BI uptake up -3, cardiac RTF act -5, HTR5A ag ctr 3 and dFosB activator -2.
O=C(NC1CCCCC1)N1CCCC(c2nc(-c3cccs3)no2)C1 (stereo not given) was read as SR-BI HDL uptake -4, CDK5 inh -0.1, MITF TRPM1 HTS 17, PvdQ inh 5, Rtt109 Vps75 1, Wnt bcat act -2, SR-BI uptake up 4, cardiac RTF act -2, HTR5A ag ctr 2 and dFosB activator -2.
Screening COc1cc2c(cc1OC)CN(CC(=O)Nc1ccc(Cl)c(S(=O)(=O)N(C)C)c1)CC2 returned SR-BI HDL uptake 25, CDK5 inh 0.0, MITF TRPM1 HTS 1, PvdQ inh 0, Rtt109 Vps75 -7, SR-BI uptake up -25, cardiac RTF act -3, HTR5A ag ctr 2 and dFosB activator 4.
`CC1CCCC(C)N1CCCNC(=O)Cn1c(=O)c2cccn2c2cccnc21` (stereo not given) gave SR-BI HDL uptake -15, CDK5 inh 1.0, MITF TRPM1 HTS 3, PvdQ inh -11, Rtt109 Vps75 -4, Wnt bcat act 3, SR-BI uptake up 15, cardiac RTF act -1, HTR5A ag ctr -3 and dFosB activator -7.
Screening COCCC1CCCCN1Cc1cn(-c2ccccc2)nc1-c1ccc2c(c1)OCO2 (stereo not given) returned CDK5 inh -0.1, MITF TRPM1 HTS 10, PvdQ inh -5, Rtt109 Vps75 5, Wnt bcat act -1, cardiac RTF act 2, HTR5A ag ctr 3 and dFosB activator -2.
`CN1C2CC(OC(=O)C(CO)c3ccccc3)CC1C1OC12` (stereo not given) gave SR-BI HDL uptake -16&5&0, CDK5 inh -0.3&-0.5&1.0, MITF TRPM1 HTS 10&-3&-2, PvdQ inh -12&-14&1, Rtt109 Vps75 1&-2&-3, Wnt bcat act 0&0&1, SR-BI uptake up 16&-5&0, cardiac RTF act inactive, HTR5A ag ctr -4&3&-4 and dFosB activator -4&-4&5.
Screening N/N=C1\CCCc2nonc21 returned SR-BI HDL uptake -26, CDK5 inh -1.8, PvdQ inh -12, Rtt109 Vps75 12, Wnt bcat act -1, SR-BI uptake up 26, cardiac RTF act 0, HTR5A ag ctr 3 and dFosB activator 10.
For O=C(c1ccccc1)c1ccc(OC(=O)C2CCCCC2)cc1 the results were SR-BI HDL uptake -21, CDK5 inh -1.0, PvdQ inh -3, Rtt109 Vps75 -1, Wnt bcat act 0, SR-BI uptake up 21, cardiac RTF act -1, HTR5A ag ctr 2 and dFosB activator 5.
Screening N#Cc1ccccc1N1CCN(C(=O)c2ccc(NC(=O)c3ccc(Br)o3)cc2)CC1 returned SR-BI HDL uptake 60, CDK5 inh -4.0, MITF TRPM1 HTS 2, PvdQ inh -8, Rtt109 Vps75 2, SR-BI uptake up -60, cardiac RTF act -4, HTR5A ag ctr 0 and dFosB activator -2.
Cc1ccc(S(=O)(=O)CC(N)=O)cc1 was read as SR-BI HDL uptake -11, CDK5 inh 4.7, MITF TRPM1 HTS 7, PvdQ inh -2, Rtt109 Vps75 2, Wnt bcat act -2, SR-BI uptake up 11, cardiac RTF act 4, HTR5A ag ctr 0 and dFosB activator 3.
Clc1ccc(CSc2cnnc3ccccc23)cc1Cl was read as SR-BI HDL uptake -10, CDK5 inh -0.5, MITF TRPM1 HTS 60, PvdQ inh -13, Rtt109 Vps75 -4, Wnt bcat act 6, SR-BI uptake up 10, cardiac RTF act 6, HTR5A ag ctr 2 and dFosB activator -1.
For COc1ccc(Cl)cc1NC(=O)C/C(C)=N/NC(=O)CCc1ccccc1 the results were CDK5 inh 0.7, MITF TRPM1 HTS -10, PvdQ inh -1, Rtt109 Vps75 -4, Wnt bcat act 1, cardiac RTF act 1, HTR5A ag ctr 9 and dFosB activator 3.
`Cc1cc(C)cc(NC(=O)C2(c3ccccc3)CC2(Cl)Cl)c1` (stereo not given) gave SR-BI HDL uptake 13, CDK5 inh -0.4, PvdQ inh 2, Rtt109 Vps75 35, Wnt bcat act -7, SR-BI uptake up -13, cardiac RTF act -2, HTR5A ag ctr 2 and dFosB activator -2.
Screening O=C(O)c1cccc2c(/C=N/Nc3ccccn3)c[nH]c12 returned CDK5 inh -0.7, MITF TRPM1 HTS 6, PvdQ inh -16, Rtt109 Vps75 -8, cardiac RTF act -4, HTR5A ag ctr 5 and dFosB activator 4.
`CN(CC(=O)Nc1ccccc1Cl)C(=O)COC(=O)c1nc(Cl)c(Cl)c(Cl)c1Cl` gave SR-BI HDL uptake -12, CDK5 inh -0.1, MITF TRPM1 HTS -73, PvdQ inh -11, Rtt109 Vps75 3, Wnt bcat act 14, SR-BI uptake up 12, cardiac RTF act 3, HTR5A ag ctr 2 and dFosB activator 1.
O=C(Nc1ccc(O)c(C(=O)O)c1)c1ccc2c(c1)C(=O)N(CC1CCCO1)C2=O (stereo not given) was read as SR-BI HDL uptake -6, CDK5 inh 2.1, MITF TRPM1 HTS -6, PvdQ inh -16, Rtt109 Vps75 6, SR-BI uptake up 6, cardiac RTF act 3, HTR5A ag ctr 7 and dFosB activator 0.
For Cc1ccc(S(=O)(=O)N(C)C[C@H]2Oc3c(NC(=O)Nc4cccc5ccccc45)cccc3C(=O)N([C@@H](C)CO)C[C@@H]2C)cc1 the results were SR-BI HDL uptake -5, CDK5 inh 0.2, MITF TRPM1 HTS -14, PvdQ inh -13, Rtt109 Vps75 7, Wnt bcat act -3, SR-BI uptake up 5, cardiac RTF act -1, HTR5A ag ctr 5 and dFosB activator 6.
CCOC(=O)N1CCN(c2c(NCCc3ccc(OCC)c(OCC)c3)c(=O)c2=O)CC1 was read as SR-BI HDL uptake -10, CDK5 inh 0.6, MITF TRPM1 HTS 1, PvdQ inh 11, Rtt109 Vps75 -6, Wnt bcat act -1, SR-BI uptake up 10, cardiac RTF act 1, HTR5A ag ctr -2 and dFosB activator -9.
`CCOC(=O)c1cc(-c2ccccc2)sc1NC(=S)Nc1cc(C)ccn1` gave SR-BI HDL uptake -15, CDK5 inh -0.1, MITF TRPM1 HTS 3, PvdQ inh -12, Rtt109 Vps75 -8, Wnt bcat act 0, SR-BI uptake up 15, cardiac RTF act 1, HTR5A ag ctr 16 and dFosB activator 5.

The closing 3 entries of the section above come first, to join the parts:
For Cc1ccc(S(=O)(=O)N(C)C[C@H]2Oc3c(NC(=O)Nc4cccc5ccccc45)cccc3C(=O)N([C@@H](C)CO)C[C@@H]2C)cc1 the results were SR-BI HDL uptake -5, CDK5 inh 0.2, MITF TRPM1 HTS -14, PvdQ inh -13, Rtt109 Vps75 7, Wnt bcat act -3, SR-BI uptake up 5, cardiac RTF act -1, HTR5A ag ctr 5 and dFosB activator 6.
CCOC(=O)N1CCN(c2c(NCCc3ccc(OCC)c(OCC)c3)c(=O)c2=O)CC1 was read as SR-BI HDL uptake -10, CDK5 inh 0.6, MITF TRPM1 HTS 1, PvdQ inh 11, Rtt109 Vps75 -6, Wnt bcat act -1, SR-BI uptake up 10, cardiac RTF act 1, HTR5A ag ctr -2 and dFosB activator -9.
`CCOC(=O)c1cc(-c2ccccc2)sc1NC(=S)Nc1cc(C)ccn1` gave SR-BI HDL uptake -15, CDK5 inh -0.1, MITF TRPM1 HTS 3, PvdQ inh -12, Rtt109 Vps75 -8, Wnt bcat act 0, SR-BI uptake up 15, cardiac RTF act 1, HTR5A ag ctr 16 and dFosB activator 5.
`COC(=O)c1sc(S(=O)(=O)N2CCC(C)CC2)c(C(=O)OC)c1C` gave CDK5 inh -0.8, PvdQ inh 7, Rtt109 Vps75 4, Wnt bcat act 0, cardiac RTF act 0, HTR5A ag ctr 0 and dFosB activator -8.
For C/C(=N\NC(=O)CSCc1ccc(Cl)cc1)c1ccc(NC(=O)c2ccccc2)cc1 the results were SR-BI HDL uptake inconclusive, CDK5 inh -2.0, MITF TRPM1 HTS 9, PvdQ inh -6, Rtt109 Vps75 1, SR-BI uptake up -72, cardiac RTF act 6, HTR5A ag ctr 0 and dFosB activator -9.
For COc1ccc(-n2c(CN3CCN(c4ccccc4)CC3)nc3ccc([N+](=O)[O-])cc3c2=O)c(OC)c1 the results were SR-BI HDL uptake -7, CDK5 inh 0.6, MITF TRPM1 HTS 0, PvdQ inh -3, Rtt109 Vps75 -8, Wnt bcat act 2, SR-BI uptake up 7, cardiac RTF act -6, HTR5A ag ctr -2 and dFosB activator -4.
C#CCSc1nc(-c2ccccc2)cc(C(F)(F)F)c1C#N was read as SR-BI HDL uptake 2, CDK5 inh 0.9, MITF TRPM1 HTS -19, PvdQ inh -14, Rtt109 Vps75 -12, Wnt bcat act 1, SR-BI uptake up -2, cardiac RTF act -4, HTR5A ag ctr 2 and dFosB activator -6.
For CCCCOc1ccc(C(=O)N(C)CC(=O)Nc2ccc(C)cc2)cc1 the results were SR-BI HDL uptake 35, CDK5 inh -0.7, MITF TRPM1 HTS -9, PvdQ inh -7, Rtt109 Vps75 2, Wnt bcat act 5, SR-BI uptake up -35, cardiac RTF act -5, HTR5A ag ctr 8 and dFosB activator -7.
Screening CCOc1ccc(-c2nn[nH]n2)cc1OCC returned SR-BI HDL uptake -19, CDK5 inh -0.3, MITF TRPM1 HTS 1, PvdQ inh -3, Rtt109 Vps75 -6, SR-BI uptake up 19, cardiac RTF act 3, HTR5A ag ctr -4 and dFosB activator -6.
O=C(c1cc([N+](=O)[O-])ccc1Cl)N1c2ccccc2Sc2ccccc21 was read as SR-BI HDL uptake 12, CDK5 inh 0.2, MITF TRPM1 HTS -12, PvdQ inh -13, Rtt109 Vps75 -3, Wnt bcat act -1, SR-BI uptake up -12, cardiac RTF act -2, HTR5A ag ctr 7 and dFosB activator -11.
